RBX1-CUL1 inh: inhibitors of human ROC1-CUL1 ubiquitin ligase activity. 140,000 tested, 0.6% active. in vitro K48 di-Ub FRET, acceptor:donor ratio, 45 min. E3 ubiquitin-protein ligase RBX1 (Homo sapiens) + Cullin-1 (Homo sapiens), P62877+Q13616. inhibition, % at 10 µM. AID 1347404, 2020; in the data active = inhibition above about 25%
Target sequence (P62877 whole entry, looked up): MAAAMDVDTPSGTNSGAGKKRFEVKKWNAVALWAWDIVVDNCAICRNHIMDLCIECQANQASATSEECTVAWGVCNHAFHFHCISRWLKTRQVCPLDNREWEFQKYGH
Target sequence (Q13616 whole entry, looked up): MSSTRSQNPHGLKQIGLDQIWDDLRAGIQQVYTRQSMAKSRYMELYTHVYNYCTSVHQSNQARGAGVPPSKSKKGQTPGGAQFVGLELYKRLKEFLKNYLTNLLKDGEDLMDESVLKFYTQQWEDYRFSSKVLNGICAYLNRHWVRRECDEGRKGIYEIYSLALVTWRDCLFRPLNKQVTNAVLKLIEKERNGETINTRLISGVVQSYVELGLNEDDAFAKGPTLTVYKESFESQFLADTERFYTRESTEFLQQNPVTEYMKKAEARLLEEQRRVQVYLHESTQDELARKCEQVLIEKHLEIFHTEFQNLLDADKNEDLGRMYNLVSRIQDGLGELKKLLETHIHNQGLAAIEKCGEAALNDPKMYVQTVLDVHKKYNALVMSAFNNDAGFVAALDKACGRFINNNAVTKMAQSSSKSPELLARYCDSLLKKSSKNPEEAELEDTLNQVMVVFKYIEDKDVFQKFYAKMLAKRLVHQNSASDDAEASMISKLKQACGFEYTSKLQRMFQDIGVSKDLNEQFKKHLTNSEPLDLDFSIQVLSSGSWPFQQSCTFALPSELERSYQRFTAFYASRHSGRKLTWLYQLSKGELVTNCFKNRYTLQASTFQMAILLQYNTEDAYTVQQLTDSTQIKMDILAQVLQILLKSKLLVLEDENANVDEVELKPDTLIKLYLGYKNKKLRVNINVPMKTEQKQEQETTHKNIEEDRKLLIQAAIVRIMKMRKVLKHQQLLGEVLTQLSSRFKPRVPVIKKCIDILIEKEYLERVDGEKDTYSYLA
Starred values were filed as active, the others as inactive; & = joins results of further samples. Some of the compounds tested, so the mix of outcomes need not match the whole.

SMILES	RBX1-CUL1 inh
O=c1cccc2n1C[C@H]1C[C@H]2CN(Cc2nc(NCc3cccs3)c3ccccc3n2)C1	13
Cn1cc(-c2ccnc(N3CCN4CCC3CC4)n2)cn1	0
Cc1ccc(OCCn2c(C)c(C=C3C(=O)NC(=S)NC3=O)c3ccccc32)c(C)c1	6
N#CC1C(=N)Oc2c(c(=O)sc3ccccc23)C1c1c(F)cccc1Cl (centres undefined)	3
COC(=O)[C@H]1[C@H](C(=O)OC)C2(c3ccccc3)SC1(c1ccccc1)c1nonc12	4
CC1=C(C(=O)OCC2CCCO2)C2CC(C)(N1)Oc1ccccc12 (centres undefined)	8
CC(=O)c1nc2cc(F)c(N3CCN(C)CC3)cc2nc1C	-3
COC(=O)C1(O)c2ccccc2C2(C)C(C)=C(C)C21C (centres undefined)	-9
Brc1cccc(CNCCc2c[nH]c3ccccc23)c1	2
CCOC(=O)C1=C(c2ccccc2)OC(=N)C(C#N)C12C(=O)Nc1ccc(Br)cc12 (centres undefined)	10
Cc1cc(/C=C2\C(=O)NC(=S)N(c3cccc(Cl)c3Cl)C2=O)c(C)n1-c1cc(C(=O)O)cc(C(=O)O)c1	96*
N#CC(C#N)=Cc1csc2ccccc12	-15
N#CC1C(=N)Oc2c(c(=O)oc3ccccc23)C1c1c(F)cccc1Cl (centres undefined)	-5
O=C(Cc1cccnc1)N1CCCC(N2CCN(Cc3ccc4c(c3)OCO4)CC2)C1 (centres undefined)	3
O=S1(=O)N(Cc2ccccc2)CCCN1Cc1cccc(Cl)c1	0
CC(C)(C)n1ncc(Cl)c(Cl)c1=O	4
Cc1nc2ccsc2c(=O)n1-c1ccccc1Cl	3
CN1CCc2nc(SCC(=O)C(C)(C)C)c(C#N)cc2C1	2
CCN(CC)C(=O)c1ccc(N2CCOCC2)cc1	-6
O=C1/C(=C/c2ccccn2)N2CCC1CC2	11
CC(Cc1c[nH]c2ccccc12)NCc1ccc(N(C)C)cc1 (centres undefined)	2
Brc1ccc2c(c1)C(OC1CN3CCC1CC3)c1ccccc1CS2 (centres undefined)	0
Clc1ccc(CCNCc2cccnc2)c(Cl)c1	5
COC(=O)c1ccc(-n2c(C)cc(/C=C3\C(=O)NC(=S)N(c4cccc(Cl)c4Cl)C3=O)c2C)c(C)c1	31*
Cc1ccc(C(N)P(=O)(Oc2ccccc2)Oc2ccccc2)cc1 (centres undefined)	-3
CCOc1ccc(CN(CCc2ccc3c(c2)OCO3)Cc2cc(OC)ccc2O)cc1	-1&4
c1cc(N2CCNCC2)ccc1C1CCCC1	-6
Cc1nnc(NC(=O)c2cccn(Cc3cccc(Cl)c3)c2=O)s1	0
O=c1c2ccccc2nc(/C=C/c2ccc(Cl)cc2)n1-c1ccccc1Cl	-4
N#Cc1cnn2c(C(F)(F)F)cc(-c3ccc(Cl)s3)nc12	11
COCCn1c(-c2ccc(C)cc2)cc(C(=O)O)c1C	10&-1
Fc1c(F)c2c(c(F)c1Cl)Oc1ccccc1O2	-2
CC1CN=C(Nc2ccccc2C(F)(F)F)S1 (centres undefined)	3
Cn1ncc(I)c1C(=O)Nc1ccc2c(C(F)(F)F)cc(=O)oc2c1	2
CCOC(=O)c1c(C)n(CCC2CCCC2)c2c1cc(O)c1ccccc12	4
CCCCOc1nc2ccccc2c(=O)n1-c1ccccc1	-2
CCCC1=C(C(=O)OCC)C2(C(=O)Nc3ccc(C)cc32)C(C#N)C(=N)O1 (centres undefined)	-14
CC(Cc1ccccc1Sc1ccccc1)N(C)C (centres undefined)	-3
Cc1ccc(C(NC(=O)NN(C(=O)c2cc(C)cc(C)c2)C(C)(C)C)P(=O)(Oc2ccccc2)Oc2ccccc2)cc1 (centres undefined)	2
CC(=O)O[C@H]1CC[C@@]2(C)C(=CCC3C2CC[C@]2(C)C(=O)CCC32)C1 (some centres undefined)	8
Nc1nonc1OCCCCOc1nonc1N	2
CN1CCc2nc(SCc3ccc(Cl)cc3)c(C#N)cc2C1	-3
O=C(Cc1cccs1)Nc1ccc(Cl)cc1C(=O)c1ccccc1	-8
Cc1ccc(N2C(=O)/C(=C\c3ccc(-c4cccc(C(=O)O)c4)o3)C(=O)NC2=S)cc1	90*
CC(=O)OC1CC[C@@]2(C)C(=CC(=O)C3C4CCC(OC(C)=O)[C@@]4(C)CCC32)C1 (some centres undefined)	2
CC1=C(C(=O)c2ccccc2)C2(C(=O)Nc3ccccc32)C(C(=O)OCc2ccccc2)C(=N)O1 (centres undefined)	2
Cc1ccc(-n2nc(C)c3c2NC(=O)CSC3c2ccc(O)cc2)cc1Cl (centres undefined)	1
CCOc1ccc(/C=C2\C(=O)C3CCN2CC3)cc1	-4
COc1ccc(C2=NCC(=S)Nc3ccc(Cl)cc32)cc1Cl	4
COc1ccccc1C1=NCc2nnc(C)n2-c2ccc(Cl)cc21	5
O=C1NC(=O)C2C1C1(c3ccccc3)NC2(c2ccccc2)C2C(=O)NC(=O)C21 (centres undefined)	4
CC(C)(C)N1Cc2ccccc2C1=N	1
Cc1nn(C)c(C)c1/C=C1/CC2C3CCC4CC(O)CCC4(C)C3CCC2(C)C1=O (centres undefined)	3
C=CCN1CCN(C(=O)COc2ccccc2F)CC1	2
Cc1ccsc1CC1(CCc2ccncc2)C(=O)N(C)C(=O)N(C)C1=O	5
O=C(NC(=O)N1CCC2(CC1)OCCO2)c1ccc(Cl)cc1	9
CC1CN=C(Nc2ccccc2)S1 (centres undefined)	1
Cc1oc(-c2ccc(Cl)cc2)nc1CN1C(=O)CN=C(c2ccccc2)c2ccccc21	10
O=C(c1ccccc1)c1cc(Cl)ccc1N1C(=O)c2cccc([N+](=O)[O-])c2C1=O	0
Cc1cccc(NC(=O)Cn2cc(C(=O)c3ccccc3)c3ccccc32)c1	3

The list goes on.
SMILES	RBX1-CUL1 inh
COCCn1c(-c2ccc(OC)cc2)cc(C(=O)O)c1C	-6
O=C1CC2OCCC3CN4CCC56c7ccccc7N1C5C2C3CC46 (centres undefined)	-4
COc1cc(C(=O)OC2(C(=O)O)CC3CCC(C2)N3C)cc(OC)c1OC (centres undefined)	3
CN(C)C(=O)Oc1ccc(OCc2cccc[n+]2C)cc1	-4
CN1CCN(C(=O)c2nn(C)c3ccccc23)CC1	6
COc1ccc(C(=O)C2CCCN(Cc3ccccn3)C2)cc1F (centres undefined)	2
CCc1cccc(NC(=O)CN2C(=O)CN=C(c3ccccc3F)c3cc(Cl)ccc32)c1	-7
COc1ccc(CCN)c(OCc2ccccc2)c1OC	1
CN(C)c1ncc(CN2CCCC(C(=O)c3ccc4c(c3)OCO4)C2)s1 (centres undefined)	7
COc1ncc(CN2CCC3(CCCN(CC4CCC4)C3)C2)cn1 (centres undefined)	-4
CSc1[nH]c2ccccc2c1CN1CCCCC1	0
Cc1cc(/C=C2\C(=O)NC(=S)N(c3cccc(Cl)c3)C2=O)c(C)n1-c1cc(C(=O)O)cc(C(=O)O)c1	55*
O=C(CCN1CCN(CCOC(c2ccc(F)cc2)c2ccc(F)cc2)CC1)c1ccc(F)cc1	-2
Cc1nn(Cc2ccccc2)c2c1C(c1ccccc1)SCC(=O)N2 (centres undefined)	5
N=C1C(Cl)C(=O)NC(=O)N1Cc1ccccc1 (centres undefined)	-4
CN1CCN(c2cc3nc4c(nc3cc2F)CCC4)CC1	5
Cc1ccc(C2Oc3ccccc3C3CN(C)OC32[N+](=O)[O-])cc1 (centres undefined)	-4
CC(=O)C1C2c3ccccc3O[C@]1(C)N=c1s/c(=C/c3ccc(C)o3)c(=O)n12 (some centres undefined)	-4
Cc1ccc2c(c1)CNc1ccccc1O2	-6
CC(=O)Nc1ccccc1C(=O)OCC(=O)c1ccc(OC(=O)c2ccccc2)cc1	-2
CCOC=NC1=C(C#N)C(c2ccc(Cl)cc2)c2c(c3ccccc3oc2=O)O1 (centres undefined)	-2
Cc1ccc(CC(=O)N2CCN(Cc3ccco3)CC2)cc1	-3
Cc1ccc(NC(=O)CN2C(=O)CN=C(c3ccccc3)c3ccccc32)c(C)c1	-14
CCOC(=O)C1C2C(=O)N(c3cccc(Cl)c3)C(=O)C12c1ccc(Cl)cc1 (centres undefined)	-10
CCN(CC)c1ccc(C=C2C(=O)NC(=S)NC2=O)c(OC)c1	-4
COc1ccccc1OCCCn1cc(C(=O)C(F)(F)F)c2ccccc21	-4
COCCN=CC1C(=O)NC(=O)NC1=O	3
CCc1cc2c(=O)[nH]c(N3CCN(C)CC3)nc2s1	2
N#CC1C(=N)Oc2c(c(=O)oc3ccccc23)C1c1ccccc1C(F)(F)F (centres undefined)	-11
O=C1OCCC1Sc1ccc(Cl)cc1 (centres undefined)	5
CN(c1cccc2ccccc12)[N+](=O)[O-]	7
COC(=O)CNC(=O)c1cn(Cc2ccc(F)cc2Cl)nn1	1
O=C1C(=Cc2ccco2)C(=O)N(c2ccccc2)C(=O)N1c1ccccc1	-3
CN(C)CC1CSCCC1(O)c1ccccc1 (centres undefined)	4
Cc1ccc(-c2nn3c(=O)cc(CN4CCN(C(=O)COc5ccc(C)c(C)c5)CC4)nc3s2)cc1	12
c1cc2c(cc1CCNC1CCCCCC1)OCO2	-2
NN=C1C(=Cc2ccccc2Cl)N2CCC1CC2	12
CC(=O)c1cc(CN2CCCC(C(=O)c3ccc4c(c3)OCO4)C2)cs1 (centres undefined)	2
C=CC1CN2CCC1CC2[C@H](OC(=O)CC)c1ccnc2ccc(OC)cc12 (some centres undefined)	-5
CCOC(=O)C1C(=N)Oc2c(c(=O)oc3ccccc23)C12C(=O)N(CC(=O)OC)c1ccccc12 (centres undefined)	1

A draw from above in order of count of non-hydrogen atoms, highest first:
SMILES	RBX1-CUL1 inh
Cc1ccc(NC(=O)CN2C(=O)CN=C(c3ccccc3)c3ccccc32)c(C)c1	-14
COc1ccccc1OCCCn1cc(C(=O)C(F)(F)F)c2ccccc21	-4
Cc1ccc(CC(=O)N2CCN(Cc3ccco3)CC2)cc1	-3
CN(C)CC1CSCCC1(O)c1ccccc1 (centres undefined)	4

Given in markdown: 3 of the compounds above.
| SMILES | RBX1-CUL1 inh |
| --- | --- |
| c1cc2c(cc1CCNC1CCCCCC1)OCO2 | -2 |
| NN=C1C(=Cc2ccccc2Cl)N2CCC1CC2 | 12 |
| CC(=O)c1cc(CN2CCCC(C(=O)c3ccc4c(c3)OCO4)C2)cs1 (centres undefined) | 2 |

Other results
SMILES	RBX1-CUL1 inh
Cc1ccccc1-n1c(/C=C/c2c(C)[nH]c3ccccc23)nc2ccccc2c1=O	1
CN(C)C(=O)Oc1cc(=O)n2c3c(cccc13)CCC2	6
COc1[nH]c2ccccc2c1C=C(C#N)C#N	-5
Cc1nc2ccccc2c(=O)n1-c1ccc([N+](=O)[O-])cc1	4
O=C(c1cn(CCN2CCCCC2)nn1)N1C[C@@H]2C[C@@H](C1)c1cccc(=O)n1C2	-11
O=C(NC1CON=C1Br)OCC(Cl)(Cl)Cl (centres undefined)	1
Cc1nn(-c2ccccc2)c(C)c1/C=C1/CC2C3CC=C4CC(O)CCC4(C)C3CCC2(C)C1=O (centres undefined)	12
CCOC(=O)c1c(C)n(CC(O)CO)c2ccc(O)cc12 (centres undefined)	4
Cc1cc(C)c(C)c(OCC#CCN2CCOCC2)c1	5
COc1ccc(OC)c(N2Cc3ccccc3C2=N)c1	-8
O=C(C(=O)N1CCOCC1)c1cn(Cc2ccccc2F)c2ccccc12	7
Cc1ccccc1CN1C(=O)C(C)N=C(c2ccccc2)c2ccccc21 (centres undefined)	-2
O=C(COc1cc(Cl)ccc1Cl)Nc1ccc(Cl)cc1C(=O)c1ccccc1	3
COC(=O)CN1C(=O)C(OC(C)=O)N=C(c2ccccc2)c2cc(Br)ccc21 (centres undefined)	3
COc1ccc(-n2c(/C=C/c3ccc(O)cc3)nc3ccccc3c2=O)cc1	0
COc1cc(OC)cc(C2c3c(c4ccccc4oc3=O)OC(=N)C2C#N)c1 (centres undefined)	0
CC(NCc1ccc(Cl)c(Cl)c1)C(O)c1ccccc1 (centres undefined)	11
Cc1ccc(NC(=O)N(Cc2ccc3c(c2)OCO3)C2CCN(Cc3ccccc3)CC2)cc1C	-13
COc1ccc(CCNCc2ccc(Cl)cc2)cc1	-10
CNC(C)Cc1ccccc1Sc1ccc(O)cc1 (centres undefined)	6
COc1ccc(C(=O)C2CCCN(CCO)C2)c(OC)c1 (centres undefined)	-1
CC(=O)OC1CCC2(C)C(CCC3(C)C2CCC2C4[C@H](C)[C@@]5(C)OCC4(CC[C@]23C)[C@@H]5OC(C)=O)C1(C)C (some centres undefined)	0
O=c1[nH]c2ccccc2n1C1CCN(CCOC(c2ccc(F)cc2)c2ccc(F)cc2)CC1	-2
COC(=O)C1=C(C(=O)OC)C2(c3ccccc3)C=CC1(c1ccccc1)O2	23
O=C1OC2C(I)C3CC2C1(Cl)C3 (centres undefined)	2
O=[N+]([O-])c1nc(-c2n[nH]c([N+](=O)[O-])n2)n[nH]1	4

Single entries from the results shown.
Entry for COC(=O)C1=C(C(=O)OC)C2(c3ccccc3)C=CC1(c1ccccc1)O2 in RBX1-CUL1 inh: 23
Entry for COc1ccc(C(=O)C2CCCN(CCO)C2)c(OC)c1 (centres undefined) in RBX1-CUL1 inh: -1
Entry for CC(=O)OC1CCC2(C)C(CCC3(C)C2CCC2C4[C@H](C)[C@@]5(C)OCC4(CC[C@]23C)[C@@H]5OC(C)=O)C1(C)C (some centres undefined) in RBX1-CUL1 inh: 0
Entry for O=c1[nH]c2ccccc2n1C1CCN(CCOC(c2ccc(F)cc2)c2ccc(F)cc2)CC1 in RBX1-CUL1 inh: -2

Fetched by compound from the entries so far:
SMILES	RBX1-CUL1 inh
COc1ccc(C(=O)C2CCCN(CCO)C2)c(OC)c1 (centres undefined)	-1
COC(=O)C1=C(C(=O)OC)C2(c3ccccc3)C=CC1(c1ccccc1)O2	23
CC(=O)OC1CCC2(C)C(CCC3(C)C2CCC2C4[C@H](C)[C@@]5(C)OCC4(CC[C@]23C)[C@@H]5OC(C)=O)C1(C)C (some centres undefined)	0
O=[N+]([O-])c1nc(-c2n[nH]c([N+](=O)[O-])n2)n[nH]1	4

Compound activity: PubChem BioAssay, Icahn School of Medicine at Mount Sinai
